Source: PubChem
SNCA viab count: reduces viability of HEK-293 SNCA reporter cells; HEK-293-SNCA-luc viability, GF-AFC fluorescence, 24 h; Potency, µM (titrated, usually from 57.1 µM), for inactives: at the highest dose activity change, negative = cytotoxicity, most hits filed as cytotoxic; 150,000 tested, 0.12% active; AID 1671193;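 also: potency is read from the fitted curve at half-maximal effect; 0% = DMSO-treated cells and -100% = medium-only wells without cells; nearly all actives have a fitted effect of over 30% in size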
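Cytotoxicity counterscreen: after 24 h compound treatment of genome-edited SNCA-luciferase HEK-293 cells, live-cell protease substrate GF-AFC read by fluorescence after 30 min; activity scaled between DMSO (0%) and medium-only (-100%), curves Hill-fitted.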
HEK cytotox: HEK 293 cell cytotoxicity; HEK 293 viability, ATP luminescence (CellTiter-Glo), 48-72 h; Potency, µM (highest dose often 115 µM), inactives show at the highest dose activity change, negative = cytotoxicity, hits mostly inhibitors; 94,000 tested, 6.6% active; also: potency is read from the fitted curve at half-maximal effect; nearly all actives have a fitted effect of over 60% in size
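Cells seeded first (HEK 293, 250 cells/well), then compound added by pintool. Incubation ran 48 or 72 hr at 37 degree Celsius. CellTiter-Glo was added and luminescence imaged after 10 min at room temperature.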
IP6K1 inh: IP6K1 kinase inhibition; 140,000 tested, 0.81% active; IP6K1 kinase, ADP-Glo luminescence, 2 h; stronger effect = lower value; AID 1645851; Q92551; activity change, % (series mostly up to about 58 µM); in the data active = activity change below about -25%
Target sequence (Q92551 whole entry, looked up): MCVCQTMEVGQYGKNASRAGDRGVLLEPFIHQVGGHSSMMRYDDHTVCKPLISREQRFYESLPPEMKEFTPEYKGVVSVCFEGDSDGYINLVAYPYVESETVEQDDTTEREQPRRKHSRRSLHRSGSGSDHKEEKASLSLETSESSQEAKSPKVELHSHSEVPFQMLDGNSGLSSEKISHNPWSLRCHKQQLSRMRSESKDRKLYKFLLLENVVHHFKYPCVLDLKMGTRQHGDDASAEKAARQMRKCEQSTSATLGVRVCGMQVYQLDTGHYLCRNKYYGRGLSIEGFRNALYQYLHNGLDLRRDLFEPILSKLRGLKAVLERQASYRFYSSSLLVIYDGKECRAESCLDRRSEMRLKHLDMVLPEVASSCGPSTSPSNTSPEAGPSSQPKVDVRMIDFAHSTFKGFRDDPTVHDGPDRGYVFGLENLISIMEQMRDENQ
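ADP-Glo luminescence measures ADP made by human IP6K1 during a 2 h RT reaction with ATP/IP6 (mix at 1.3 mM/130 uM); top library doses 57.5 and 19.1 uM final.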
GPT2 inh: GPT2 alanine aminotransferase inhibition | Recombinant GPT2, coupled pyruvate oxidase/HRP Amplex Red fluorescence | AID 1671188 | Potency, µM (top dose mostly 57.7 µM), for the others: top-dose activity change, negative = inhibition, most hits filed as inhibitors | Q8TD30 | 100,000 tested, 0.25% active; also: potency is read from the fitted curve at half-maximal effect; nearly all actives have a fitted effect of over 60% in size; many of its hits are not listed in these tables
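Fluorescence of coupled pyruvate oxidase/HRP/Amplex Red system (50uM Amplex, 30 min, dark) reports pyruvate formed by GPT2. Enzyme reaction: 10ng/uL GPT2, 2mM L-alanine, 250uM a-KG, 30 min room temperature, pH 7.5; 50uM AOA control.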
FLuc inh: Photinus pyralis luciferase inhibition | purified P. pyralis luciferase, luminescence, biochemical | Potency, µM (highest dose often 115 µM), for inactives: top-dose activity change, negative = inhibition, hits mostly inhibitors | P08659 | 76,000 tested, 2.5% active | AID 1347043; also: potency is read from the fitted curve at half-maximal effect; nearly all actives have a fitted effect of over 65% in size
Target sequence (P08659 whole entry, looked up): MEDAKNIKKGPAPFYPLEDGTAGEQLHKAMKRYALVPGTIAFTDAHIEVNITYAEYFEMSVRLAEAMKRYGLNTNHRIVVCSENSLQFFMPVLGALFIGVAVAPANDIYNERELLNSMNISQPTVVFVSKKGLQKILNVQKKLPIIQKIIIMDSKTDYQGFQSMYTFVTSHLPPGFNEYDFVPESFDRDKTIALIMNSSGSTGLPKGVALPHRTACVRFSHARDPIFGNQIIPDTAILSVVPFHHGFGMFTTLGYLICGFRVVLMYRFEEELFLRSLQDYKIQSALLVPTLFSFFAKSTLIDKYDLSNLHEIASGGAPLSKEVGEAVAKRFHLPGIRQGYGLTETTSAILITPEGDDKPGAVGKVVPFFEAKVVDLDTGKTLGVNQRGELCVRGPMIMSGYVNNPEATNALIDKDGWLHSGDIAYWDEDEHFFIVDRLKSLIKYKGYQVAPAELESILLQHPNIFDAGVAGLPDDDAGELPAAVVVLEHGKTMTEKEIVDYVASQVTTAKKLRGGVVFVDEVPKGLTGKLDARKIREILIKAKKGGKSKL
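Purified P. pyralis luciferase (10nM final) in 50mM Tris acetate pH 7.5, 10mM Mg acetate, 0.01% Tween-20, 0.05% BSA with 10uM D-luciferin and 10uM ATP. Compounds titrated qHTS. Luminescence imaged on CCD.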
NIH3T3 tox: NIH 3T3 cell cytotoxicity; NIH 3T3 viability, CellTiter-Glo ATP luminescence, 48-72 h; Potency, µM (highest dose often 96.7 µM), without a hit: at the top dose activity change, negative = cytotoxicity, usual class: inhibitors; 94,000 tested, 4.3% active; AID 1345082; also: potency is read from the fitted curve at half-maximal effect; nearly all actives have a fitted effect of over 55% in size
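Cells were seeded at 400 per well, treated with pin-transferred compound, and kept 48 or 72 hr at 37 °C before CellTiter-Glo addition and luminescence imaging of cellular ATP.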
SNCA expr inh: SNCA gene expression inhibition. Potency, µM (series often up to 57.2 µM), for inactives: at the highest dose activity change, negative = inhibition, most hits filed as inhibitors. HEK-293 SNCA-luciferase knock-in, luminescence, 24 h. 140,000 tested, 0.17% active. AID 1671194;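 also: potency is read from the fitted curve at half-maximal effect; plate controls were DMSO cells for no effect and cell-free wells for full effect; nearly all actives have a fitted effect of over 45% in size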
* marks the source's active call; other numbers are inactive results; i = inactive; ? = inconclusive; . = no result given; & = joins results of further samples; [ ] = remark or other dose. Unless noted, calls follow the shape of the dose curve; as a rule, active = well fitted curve in the direction sought with a large enough effect; inconclusive = small, poorly fitted or top-dose-only effect, or another doubt; inactive = no such curve, though single readings can be large; an effect the other way counts as inactive or inconclusive. Unless noted, % is scaled to controls: 0 for no effect and ±100 for the full control effect.

SMILES	SNCA viab count	HEK cytotox	IP6K1 inh	GPT2 inh	FLuc inh	NIH3T3 tox	SNCA expr inh
CCOC(=O)c1noc2ncn(Cc3ccc([N+](=O)[O-])cc3)c(=O)c12	5%	.	18	.	.	.	29%
O=C(CCC1CCN(c2cc(NC3CC3)ncn2)CC1)NCC1CC1	7%	-1%	-6	4%	?	2%	1.4µM*
CCCCCOC(=O)Nc1nc(=O)n([C@@H]2O[C@H](C)[C@@H](O)[C@H]2O)cc1F	14%[23.9 µM]	.	28	-4%	.	.	-32%[25.6 µM]
NC(=O)c1cccnc1	14%	.	30	-3%	.	.	-8%
Cc1ccc2nc(N3CCC(C(=O)NCc4ccc(F)cc4)CC3)[nH]c2c1	-8%	.	-2	.	.	.	25%
O=C(/C=C/c1ccccc1)O[C@@H]1[C@@H](CO)O[C@@](CO)(O[C@H]2O[C@H](CO)[C@@H](O)[C@H](O)[C@H]2O)[C@H]1O	-4%[23.9 µM]	.	-9	i	.	.	.
CN(C)c1ccc(CNC(=O)CCC(=O)N2Cc3ccccc3Oc3ncccc32)cc1	-4%	.	-11	.	.	.	10%
COCC(=O)NC1CCN(C(=O)c2ccc(-c3cncnc3)cc2)CC1	7%[12.5 µM]	-1%	-9	i	.	-5%	5%
COc1ccc(CCNC(=O)Cn2c(=O)c3cccn3c3ccccc32)cc1OC	6%	.	4	.	.	.	-23%
Cc1nc(CN2C(=O)OC3(CCN(C(=O)CCc4ccccn4)CC3)C2(C)c2ccccc2)cs1 (configuration not stated)	5%	2%	-14	-3%	1%	?	1%
COc1ccccc1-c1ccnc(-c2nnc(C)n2Cc2ccccc2)c1	-10%[87.6 µM]	71µM*	-7	2%[88.5 µM]	?	?	-23%[87.6 µM]
CN(C)C(=O)N1CCN(Cc2ccccc2-c2cccnc2)CC1	-4%[12.5 µM]	-11%[172 µM]	15	i	.	-25%[138 µM]	-25%[87.6 µM]
CCOc1ccccc1C(=O)NC1CCN(c2cc(-c3ccc(OC)cc3)[nH]n2)CC1	-28%	?	22	i	-5%	35µM*	-10%
Cc1cccc(OCCc2noc(C3CN(C(=O)Cn4ccnc4)C3)n2)c1	-5%	?	14	?	2%	-26%	15%
Cc1ccc(C)c(Cn2nnc(C(=O)NCc3ccccc3)c2N)c1	-7%	.	-13	.	.	.	24%
CCn1ncc(N2CCCC(CC(=O)N3CCN(c4cccc(Cl)c4)CC3)C2)cc1=O (configuration not stated)	2%	35µM*	-2	i	8%	?	?
O=C(N[C@@H]1CN(C(=O)NC2CCCCC2)CCC[C@H]1O)c1ccc(OCCN2CCOCC2)cc1	-4%	3%	1	4%	-3%	-20%	4%
CCC(=O)N1CCC2(CC1)NCCc1c2[nH]c2ccccc12	12%[12.5 µM]	-1%	3	i	-10%	-18%	?
COc1ccc(OC)c2sc(NC(=O)c3ccc(S(=O)(=O)N4CCCC4)cc3)nc12	9%	.	12	.	.	.	-3%
CC(C)NC(=O)c1onc(-c2ccc(F)cc2)c1[C@H](C)O	0%[87.6 µM]	-12%[230 µM]	-11	-13%[88.5 µM]	-2%[230 µM]	-13%[174 µM]	55%[activator][87.6 µM]
O=C(NCc1cccnc1)c1nn(-c2ccc(F)cc2)nc1CO	-11%	.	18	.	.	.	-23%
Cc1nn(CC(=O)NCc2ccc(F)cc2F)c(=O)c2nc(-c3ccccc3)sc12	3%	13%	-3	i	1%	?	4%
C[C@@]1(O)CCN(C(=O)c2ccc(-c3ccco3)cc2)C[C@@H]1O	5%	1%	9	-8%	0%	1%	14%
O=[S+]([O-])(c1ccc(Cl)cc1)c1nnn2c1nc(NC1CC1)c1ccccc12	-1%	3%	11	i	.	3%	6%
Cc1nc2cccnc2n1CC1CCCN(S(=O)(=O)c2ccccc2F)C1 (configuration not stated)	6%	?	2	4%	-3%	?	12%

Additional entries:
SMILES	SNCA viab count	HEK cytotox	IP6K1 inh	GPT2 inh	FLuc inh	NIH3T3 tox	SNCA expr inh
COc1ccc(-n2ccnc2CN2CCC(Cc3nncn3C)CC2)cc1	16%	2%	0	0%	-2%	-5%	?
O=C1[C@H]2CN(Cc3ccc(Cl)cc3)C[C@H]2C(=O)N1Cc1ccc2c(c1)OCO2	?	?	-11	i	0%	?	?
O=C(NCCc1ccc(Cl)cc1)C1CCN(c2nccc(Nc3ccccc3F)n2)CC1	0%	?	-1	i	.	?	-8%
CC(C)Oc1ccc(CNC(=O)c2ccc(CS(=O)c3cccc(Cl)c3)o2)cc1 (configuration not stated)	1%	.	3	.	.	.	?
N[C@@H](Cc1cnc[nH]1)C(=O)N1CCC(c2cc(N3CCCC3)ncn2)CC1	-25%	-13%	-18	1%	-5%	-4%	0%
Cc1ccc(C(C)C)c(OCC(=O)Nc2ccc(C(=O)OC3CCCCC3)cc2)c1	8%	.	14	.	.	.	24%
O=C(CCC1CCCC1)N1CCc2c([nH]c3ccccc23)C1c1ccc(F)cc1 (configuration not stated)	-4%	.	20	.	.	.	-24%
CC1=NS(=O)(=O)N(C)C=C1C(=O)OCc1nc(-c2ccccc2)oc1C	4%	?	-2	i	0%	?	-25%
CCOC(=O)c1ccc(NC(=O)Cn2c(-c3ccc(F)cc3)nc(C)c(CCO)c2=O)cc1	?	?	1	-7%	0%	?	-27%
CC(C)COC(=O)N[C@@H]1C[C@@H]2CO[C@H](c3ccccc3)C[C@@H]2C1	.	?	10	.	.	?	.
CCOc1ccc(CCNC(=O)c2cnc3sc(N4CCCCCC4)nn3c2=O)cc1	1%	.	28	.	.	.	55%[activator]
O=C1NC(=NC2CCCC2)C2(CCCN([S+](=O)([O-])c3cccc(C(F)(F)F)c3)C2)N1c1cc(F)cc(F)c1 (configuration not stated)	4%&-3%	?	3&-11	5%	-6%	?	5%&0%
CC1(C(=O)NC2CCN(Cc3ccccc3)CC2)CCCCC(=O)N1 (configuration not stated)	10%	0%	14	i	0%	-8%	3%
CCc1ccc(NC(=O)Cn2c(=O)n(CCCCC(=O)NCc3ccccc3Cl)c(=O)c3ccccc32)cc1	-2%	.	-16	.	.	.	16%
COc1ccccc1NC(=O)Cn1c(=O)n(Cc2cccs2)c(=O)c2cccnc21	?	.	15	.	.	.	10%
Cc1ccc(NC(=O)C2CCCN(S(=O)(=O)c3cccc4cccnc34)C2)cc1 (configuration not stated)	-15%	.	-11	.	.	.	1%
CC(C)COc1cc(=O)n2c(c1C(=O)NCCCn1cccn1)CCCCC2	5%	-5%	8	i	-7%	-28%	-1%
CO[C@H]1COCCN(c2nc3ccccc3o2)C1	5%[87.6 µM]	2%[230 µM]	4	4%[88.5 µM]	4%[230 µM]	i	9%[87.6 µM]
COc1ccc(C2Cn3cnc(C(=O)N4CCC(C(=O)NCC(C)C)CC4)c3CO2)cc1 (configuration not stated)	0%	-2%	1	3%	-7%	i	-5%
CCOC(=O)N1CCC2(CC1)OC(=O)C(C)=C2C(=O)NCc1cccc(OC)c1	-6%	.	3	.	.	.	-21%
COc1ccc(Nc2ccnc(N3CCN(C(=O)NC(C)C)CC3)n2)cc1	-8%	?	0	i	.	?	-2%
CCCCCSc1nnc(-c2ccc(Br)cc2)o1	4%	.	27	.	.	.	12%
O=C1NC2(Cc3ccccc31)CN(C(=O)c1ccccc1)C2	6%[87.6 µM]	-3%[172 µM]	16	i	.	-20%[138 µM]	20%[87.6 µM]
CCCN(CC1CCOC1)S(=O)(=O)c1ccc(OC)c(OC)c1 (configuration not stated)	8%	14%	-2	-5%	-2%	4%	?
CNC(=O)CN1C(=O)COc2ccc(S(=O)(=O)N3CCCCCC3)cc21	7%	.	4	.	.	.	-16%

Quoted from the listing (9 entries):
SMILES	SNCA viab count	HEK cytotox	IP6K1 inh	GPT2 inh	FLuc inh	NIH3T3 tox	SNCA expr inh
CC1=NS(=O)(=O)N(C)C=C1C(=O)OCc1nc(-c2ccccc2)oc1C	4%	?	-2	i	0%	?	-25%
CCOC(=O)c1ccc(NC(=O)Cn2c(-c3ccc(F)cc3)nc(C)c(CCO)c2=O)cc1	?	?	1	-7%	0%	?	-27%
CC(C)COC(=O)N[C@@H]1C[C@@H]2CO[C@H](c3ccccc3)C[C@@H]2C1	.	?	10	.	.	?	.
CCOc1ccc(CCNC(=O)c2cnc3sc(N4CCCCCC4)nn3c2=O)cc1	1%	.	28	.	.	.	55%[activator]
O=C1NC(=NC2CCCC2)C2(CCCN([S+](=O)([O-])c3cccc(C(F)(F)F)c3)C2)N1c1cc(F)cc(F)c1 (configuration not stated)	4%&-3%	?	3&-11	5%	-6%	?	5%&0%
CC1(C(=O)NC2CCN(Cc3ccccc3)CC2)CCCCC(=O)N1 (configuration not stated)	10%	0%	14	i	0%	-8%	3%
CCc1ccc(NC(=O)Cn2c(=O)n(CCCCC(=O)NCc3ccccc3Cl)c(=O)c3ccccc32)cc1	-2%	.	-16	.	.	.	16%
COc1ccccc1NC(=O)Cn1c(=O)n(Cc2cccs2)c(=O)c2cccnc21	?	.	15	.	.	.	10%
Cc1ccc(NC(=O)C2CCCN(S(=O)(=O)c3cccc4cccnc34)C2)cc1 (configuration not stated)	-15%	.	-11	.	.	.	1%

Next section:
SMILES	SNCA viab count	HEK cytotox	IP6K1 inh	GPT2 inh	FLuc inh	NIH3T3 tox	SNCA expr inh
COc1ccccc1-c1cc(C(=O)NC2CCOC2)c2cnn(C)c2n1 (configuration not stated)	.	4%[172 µM]	2	.	.	-17%[138 µM]	.
Cc1noc(C)c1[S+](=O)([O-])NCCNC(=O)c1ccc(-c2cncnc2)cc1	.	-1%	-10	.	.	0%	.
CCOc1ccc(OCc2ccc(C(=O)Nc3cc(OC)c(OC)c(OC)c3)o2)cc1	4%	.	11	.	.	.	154%[activator]
O=C(Cn1ccn2nc3c(c2c1=O)CCCCC3)Nc1ccccc1C(F)(F)F	-8%	?	-1	i	?	-11%	17%
O=C(NC1CCN(c2cc(C(F)(F)F)ncn2)CC1)c1ccccc1F	?	-33%	-15	i	-2%	-39%	-17%
CCn1ccc2cc(C(=O)N3CCC(=O)N(CC4CC4)C(C(C)C)C3)ccc21 (configuration not stated)	-6%	?	-8	?	-8%	-32%	7%
Cc1ccc(OCc2nc(C3CCCN3C(=O)NCC(C)C)no2)cc1 (configuration not stated)	8%	-12%	3	i	.	-22%	45%[activator]
COCCCNC(=O)[C@H]1CN(Cc2ccccc2)C[C@H]1C(=O)O	10%	0%	-8	5%	-16%	-15%	19%
